hiPSC survival: enhancers of single-cell hiPSC survival, primary screen, ATPlite luminescence; 100% = ROCK inhibitor wells, 0% = DMSO; survival enhancement, % at 20 µM; hit rate 0.044% among 360,000; AID 602274, 2012; in the data active = survival enhancement above about 18%;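 note: cells exposed to compounds for 16 hours before the ATP read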
Shn3 inh set2: reduction of Shn3 3'UTR firefly luciferase signal, primary screen, Schnurri-3 inhibitor project, cell-based, Clone20 osteoblasts, set 2 | Clone20 osteoblast Shn3 3'UTR firefly luciferase, 24 h | inhibition, % at 12.5 µM | hit rate 0.52% among 360,000;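 active = mean inhibition of at least 75% with every replicate also reaching 75%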;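 note: 0% = median of neutral control wells and 100% = pilot-screen positive control compound; some compounds past the cut are filed as inactive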
C8 TRAIL sens: viability loss with TRAIL in NB7+C8 cells, primary screen, TRAIL sensitizer project, cell-based, ATPlite luminescence; inhibition (viability loss, TRAIL sensitization), % at 10 µM; hit rate 1% among 360,000;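 active = compounds causing at least 50% loss of cell viability in the single-dose screen, relative to plate controls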
NR2E3 ag-1: inhibitors of NR2E3-RetCOR corepressor binding, primary screen, NR2E3 agonist project, biochemical, TR-FRET, GST-NR2E3, biotin-RetCOR. hit rate 0.12% among 320,000. inhibition of corepressor binding, % at 4.78 µM. 1536-well. AID 2300, 2010;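 active = percent inhibition above the cutoff of mean plus 3 SD of all tested compounds, set per screening campaign, cut at about 20% in these data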;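 note: 0% = DMSO wells and 100% = biotin wells as full block of FRET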
Target sequence (Q9Y5X4 whole entry, looked up): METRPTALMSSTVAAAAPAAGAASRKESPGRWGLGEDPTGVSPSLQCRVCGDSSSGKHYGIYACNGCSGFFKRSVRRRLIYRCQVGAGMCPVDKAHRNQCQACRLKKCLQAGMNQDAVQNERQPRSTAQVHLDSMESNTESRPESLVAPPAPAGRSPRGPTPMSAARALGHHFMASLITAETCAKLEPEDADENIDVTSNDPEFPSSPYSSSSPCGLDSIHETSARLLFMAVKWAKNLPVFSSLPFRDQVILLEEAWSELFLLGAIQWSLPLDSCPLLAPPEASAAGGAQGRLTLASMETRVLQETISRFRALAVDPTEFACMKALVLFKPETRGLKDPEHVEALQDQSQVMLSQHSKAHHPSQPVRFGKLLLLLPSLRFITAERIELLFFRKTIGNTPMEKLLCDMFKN
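Material: NR2E3–RetCOR corepressor complex / Amount: 1.35 nM GST-NR2E3 / Medium: Tris pH 7.5 / Compound: single nominal compound dose of 4.8 µM / Incubation: 5 h at 4 °C / Technique: TR-FRET, Eu(K)-anti-GST donor, streptavidin-D2 acceptor, ex 340, em 617/671 nm / Read-out basis: percent loss of FRET ratio relative to control wells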
KKLEB tox: cytotoxicity in KKLEB CF airway cells, primary screen, cytotoxicity control for CF NF-kB inhibitor project, cell-based, uHTS, fluorescence assay plates. KKLEB CF airway cells viability, ATPlite luminescence, overnight; active compounds read low; cells stimulated with P. aeruginosa culture filtrate. AID 602141, 2011. hit rate 0.36% among 360,000. activity change (cytotoxicity), % at 5 µM;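 active = corrected activity change at or below -50% at 5 µM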
NR2E3 ag-2: NR2E3 agonists in two-hybrid cells, primary screen, cell-based, luminescence, CHO-S, Gal4-NCOR/VP16-NR2E3 | Photoreceptor-specific nuclear receptor (Homo sapiens), Q9Y5X4 | luciferase | inhibition of corepressor binding, % at 3.98 µM | hit rate 0.35% among 360,000 | AID 602229, 2012;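 active = inhibition above the mean of all tested compounds plus 3 SD, cut at about 70% in these data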;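 note: 0% = DMSO with NR2E3 transfected cells and 100% = cells lacking NR2E3 construct; higher means lower luciferase signal from less NR2E3 corepressor binding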
Peg3 promoter: Peg3 promoter-driven luciferase inhibitors, primary screen, cell-based, HeLa, luciferase luminescence; inhibition, % at 20 µM; AID 588405, 2011; HeLa PEG-Prom luciferase reporter, overnight; hit rate 1.7% among 360,000;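 active = inhibition of at least 50% at 20 µM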
HIF-2a block: HIF-2a reporter inhibitors, primary screen, luminescence, 786-0 RCC cells; 786-0 RCC cells HIF-2a reporter, luciferase luminescence, overnight; inhibition, % at 18.8 µM; hit rate 0.72% among 360,000;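 active = inhibition of the luminescence signal of 40% or more relative to plate controls, in a single-dose primary screen at 18.75 µM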
LMP1 NFkB inh: EBV LMP1-driven NF-kappaB luciferase reporter inhibitors, primary screen, cell-based, luminescence, single point; LMP1-induced NF-kappaB luciferase reporter cells; inhibition, % at 12.5 µM; hit rate 0.69% among 350,000; AID 504558, 2011; in the data active = inhibition above about 41%;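 note: 0% = neutral control wells and 100% = reference inhibitor control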
CF NFkB inh: inhibitors of PAF-induced NF-kB signaling, primary screen, cell-based, GFP fluorescence, uHTS; KKLEB NF-kB-GFP reporter, GFP fluorescence overnight; inhibition, % at 5 µM; hit rate 0.86% among 360,000; AID 588850, 2011;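 active = at least 50% inhibition at 5 µM, scaled per plate between neutral and stimulator controls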;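 note: PAF is a Pseudomonas aeruginosa culture filtrate used as stimulus; plate controls were PAF-stimulated DMSO wells for no effect and unstimulated DMSO wells for full effect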
MITF TRPM1 inh: inhibitors of MITF-dependent TRPM1 promoter reporter, primary screen, cell-based, SK-MEL-5, single point, luciferase. SK-MEL-5 TRPM1 promoter luciferase, 24 h. inhibition, % at 12.5 µM. AID 488899, 2010. hit rate 0.83% among 330,000;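 active = mean inhibition across replicates of 60% or more, whatever share of single replicates reaches that level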; note: values of inactives mirror those of a sister screen read the other way
* marks the source's active call; other numbers are inactive results; nt = no result given; & = joins results of further samples. A portion of the library; rates above refer to the full screens.

SMILES	hiPSC survival	Shn3 inh set2	C8 TRAIL sens	NR2E3 ag-1	KKLEB tox	NR2E3 ag-2	Peg3 promoter	HIF-2a block	LMP1 NFkB inh	CF NFkB inh	MITF TRPM1 inh
O=S(=O)(c1ccc(F)c(F)c1)N1CCN(c2ccccn2)CC1	-0.4	-29	-2	4	-3	10	9	11	1	2	6
NC(=NCCc1ccccc1)NS(=O)(=O)c1ccc2ccccc2c1	1.3	5	0	2	-3	-3	15	16	-3	-3	-13
Cc1ccc(NC(=O)CSc2nncn2N)cc1C	-0.7	-4	1	3	-6	23	8	9	0	-3	5
O=C(N/N=C/c1ccncc1)c1ccccc1	1.1	-14	7	0	-19	-33	-16	-26	-1	24	-3
Cc1ccccc1NC(=S)N(CCN1CCOCC1)Cc1ccccc1F	0.0	-1	5	2	5	-1	19	19	-23	-14	6
COCC(C)n1c(SCC(=O)N2CCc3ccccc3C2)nc2ccccc2c1=O (stereo unspecified)	-1.6	33	3	5	-10	-34	23	19	11	11	13
CCC(=O)c1ccc(N2CCN(C(=O)c3ccccc3F)CC2)c(F)c1	-0.8	16	6	1	6	-3	-8	-2	1	-1	4
CC1(C)SC2C(NC(=O)COc3ccccc3)C(=O)N2C1C(=O)O (stereo unspecified)	-1.9&0.5	-28&-16	-15&-1	1&2	15&7	-19&-9	-10&14	-1&16	-4&-9	-6&-4	9&-1
CC1CN(C(=O)/C=C/c2cccc([N+](=O)[O-])c2)CC(C)O1 (stereo unspecified)	-1.3	-6	-16	1	-4	8	19	10	5	12	2
CC(=O)c1cc(CN2CCC(N3CCC(C(=O)NC(C)C)CC3)CC2)cs1	-2.9	2	5	0	0	18	1	11	0	-6	-3
COc1cc2c(cc1OC)[C@@H](NC(=O)Cc1ccc(F)cc1)[C@H](OCc1ccccc1)C2	-1.0	-9	14	nt	-6	16	-2	-1	3	-2	-4
O=C(/C=C/c1cccs1)Nc1cccc(NC(=O)/C=C/c2cccs2)n1	-2.5	12	73*	-4	-22	-72	27	-227	-11	58*	-6
Cc1cc(C(=O)CN2C(=O)NC(C)(CC(C)C)C2=O)c(C)n1-c1ccc2c(c1)OCO2 (stereo unspecified)	0.9	-36	-15	-3	7	15	2	12	-9	-7	-8
Cc1cc(C)n(-c2ccc(Cl)c(C(=O)NCc3ccccc3)n2)n1	2.9	1	-4	3	2	-19	5	12	13	-1	7
CCCc1nnc(NC(=O)CCC(=O)N2CCN(Cc3ccc(C)cc3C)CC2)s1	-0.5	29	4	-1	10	-10	1	3	-4	-1	4
COc1cc(/C=N/n2nnnc2N)ccc1OCC(N)=O	-0.5	7	-16	1	-5	-20	7	6	4	-12	3
O=C(NCc1ccco1)C1CCN(S(=O)(=O)N2CCC3(CC2)OCCO3)CC1	-0.3	-19	0	-3	-2	36	-6	-18	-16	-17	-11
Cc1cc(C(N)=O)c2cc(Br)ccc2n1	-0.1	3	10	3	0	-27	0	24	4	8	3
Cc1c(NC(=S)NNC(=O)CCC(=O)O)c(=O)n(-c2ccccc2)n1C	0.1	-2	-14	0	6	-24	5	5	-8	-6	-1
Cc1cc(C)nc(NS(=O)(=O)c2ccc(NS(=O)(=O)c3ccccc3)cc2)n1	-1.5	15	-5	1	1	-19	4	-4	0	3	11
COc1ccc(Nc2nnc(SCC3CCCCO3)s2)cc1 (stereo unspecified)	-0.2	-15	1	0	7	-53	-57	-121	-4	-8	-13
Cc1n[nH]c(C)c1S(=O)(=O)N1CCN(c2ccccn2)CC1	-1.4	-2	-6	1	-1	9	22	6	2	4	6
O=S(=O)(NCCN1CCOCC1)c1cc(Cl)ccc1Cl	-0.4	5	-4	-1	7	-14	10	11	-2	-2	1
COc1ccc(CC(=O)NCC2(c3ccc(OC)c(OC)c3)CCOCC2)cc1	0.0	-39&8	-12	-6	-4	0	3	17	-5	5	1
O=C(N/N=C/c1ccc(OCC(=O)N2CCCCC2)cc1)c1ccccc1	0.7	-22	-2	3	-9	-24	-12	-64	0	-17	-5
O=C(O)/C=C/C(=O)Nc1ccccc1-c1ccccc1NC(=O)/C=C/C(=O)O	0.2	-18	-7	-3	4	13	5	11	3	0	12
O=C(NC1CCCCC1)C(c1ccco1)N(C(=O)c1csnn1)c1cccc(Cl)c1 (stereo unspecified)	-0.5	-6	4	-2	-3	-38	15	-1	-6	-3	26
CCc1ccccc1NC(=O)C(Cc1ccccc1)c1nn[nH]n1 (stereo unspecified)	-0.5	-11	-7	5	17	-5	-5	17	-2	-11	4
CC(=NNC(=O)c1ccc2nc[nH]c2c1)c1ccc(Br)cc1	-0.2	-14	-2	nt	-14	-35	-57	-16	1	-19	-18
O=C(Cc1ccccc1)Nc1ccc(C(=O)NCC2COc3ccccc3O2)cc1 (stereo unspecified)	0.0	-1	-13	-2	13	25	-12	-18	-7	-13	-15
CC(=O)n1cc([C@H]2C=C(C(=O)N3CCN(Cc4ccccc4)CC3)O[C@@H](OCc3ccc(CO)cc3)C2)c2ccccc21	0.9	15	4	1	3	16	33	31	2	-6	-1
Cc1cc(C)cc(C(O)c2ncc(-c3cccc(C(F)(F)F)c3)[nH]2)c1 (stereo unspecified)	4.8	6	4	nt	-6	-8	22	17	nt	20	nt
CN(C)S(=O)(=O)c1ccc(Cl)c(NC(=O)COc2ccccc2[N+](=O)[O-])c1	1.8	8	11	0	-12	6	5	3	2	10	9
CCN(CC)S(=O)(=O)c1ccc(N2CCCC2)c(NS(=O)(=O)c2ccc(F)cc2)c1	0.4	-12	-3	-5	6	-11	15	11	4	-12	7
CC(C)[C@H](NC(=O)c1ccccc1Cl)C(=O)OCC(=O)Nc1ccc(S(=O)(=O)N2CCOCC2)cc1	7.2	-1	-12	nt	5	-1	1	6	0	0	0
CC1(C)O[C@@H]2[C@H](O1)[C@@H](COS(=O)(=O)O)O[C@H]2n1cc(Br)c(=O)[nH]c1=O	-0.2	6	-4	nt	9	9	1	14	4	-41	-5
Cc1ccc(-n2c(SCC(=O)Nc3cccc(S(=O)(=O)NC4=NCCCCC4)c3)nc3ccccc3c2=O)cc1C	-1.0	7	-2	3	3	-2	3	0	1	-18	4
CCc1nc2ccc(C(=O)NCc3ccc(OC)cc3)cn2c1N(C)Cc1ccc(OC)cc1	0.1	23	14	nt	-19	18	24	10	nt	24	nt
COc1cccc(CNC(=O)CCCSc2ccccc2)c1	1.0	1	-1	5	9	14	5	-41	-8	17	-5
CSc1ccc(CN(C)C(=O)c2cc(S(=O)(=O)NCc3ccccc3)ccc2C)cc1	0.2	25	31	1	-11	27	1	1	6	19	15
O=C(Nc1ccc(N2CCOCC2)cc1)c1ccc(-c2ccccc2[N+](=O)[O-])o1	0.2	-20	25	-1	-14	-65	-89	-173	-7	-24	-22
Cc1nn(Cc2c(F)c(F)c(F)c(F)c2F)c(C)c1NC(=O)c1cccc(COc2ccccc2Cl)c1	4.3	15	13	2	4	-186	-187	-86	13	-4	9
O=S(=O)(c1ccc(Cl)cc1)N1CCN(S(=O)(=O)N2CCCCCC2)CC1	-0.7	-3	-4	2	9	-28	12	19	4	-8	0
Cc1ccc(C(=O)Nc2ncc(Cc3ccc(F)cc3)s2)o1	-2.4	-38	25	0	-11	0	-297	-177	-73	0	-139
O=C(N1CCOCC1)N1CCC(c2nc(-c3ccc(S(=O)(=O)N4CCOCC4)cc3)no2)CC1	-0.7	10	-11	-1	6	1	6	0	-13	-17	-7
CC(C)(C)Nc1c(N)c(=O)oc2ccccc12	1.0	-12	0	3	5	-8	7	7	-1	-16	-8
CC(C)(CC(=O)O)CC(=O)N1CCN(c2nc3ccc(Cl)cc3s2)CC1	0.4	-26	-4	-1	-9	14	-5	-8	-3	1	-3
COc1cccc(C(=O)/C=C/c2ccc(OCC#N)c(OC)c2)c1	-1.9	3	6	1	-28	16	107*	85*	7	12	55

Compounds from the list above that have an aryl thioether with sulfur outside any ring (six):
SMILES	hiPSC survival	Shn3 inh set2	C8 TRAIL sens	NR2E3 ag-1	KKLEB tox	NR2E3 ag-2	Peg3 promoter	HIF-2a block	LMP1 NFkB inh	CF NFkB inh	MITF TRPM1 inh
Cc1ccc(NC(=O)CSc2nncn2N)cc1C	-0.7	-4	1	3	-6	23	8	9	0	-3	5
COCC(C)n1c(SCC(=O)N2CCc3ccccc3C2)nc2ccccc2c1=O (stereo unspecified)	-1.6	33	3	5	-10	-34	23	19	11	11	13
COc1ccc(Nc2nnc(SCC3CCCCO3)s2)cc1 (stereo unspecified)	-0.2	-15	1	0	7	-53	-57	-121	-4	-8	-13
Cc1ccc(-n2c(SCC(=O)Nc3cccc(S(=O)(=O)NC4=NCCCCC4)c3)nc3ccccc3c2=O)cc1C	-1.0	7	-2	3	3	-2	3	0	1	-18	4
COc1cccc(CNC(=O)CCCSc2ccccc2)c1	1.0	1	-1	5	9	14	5	-41	-8	17	-5
CSc1ccc(CN(C)C(=O)c2cc(S(=O)(=O)NCc3ccccc3)ccc2C)cc1	0.2	25	31	1	-11	27	1	1	6	19	15

Assay outcomes: PubChem, several laboratories
